Compound activity deposited in PubChem BioAssay by several laboratories.
KCNK9 inh – KCNK9 potassium channel inhibitors, primary screen, HEK293 cells, thallium flux | Potassium channel subfamily K member 9 (Homo sapiens), Q9NPC2 | FluxOR thallium flux fluorescence; stronger effect = lower value | B-score at 10 µM | 1.2% of 310,000 active | AID 488922, 2010;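 active = ratio B-score over 3 SD below the library mean, with starting fluorescence within 5 SD of its mean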;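 also: negative B-score means less thallium flux so channel inhibition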
Target sequence (Q9NPC2 whole entry, looked up): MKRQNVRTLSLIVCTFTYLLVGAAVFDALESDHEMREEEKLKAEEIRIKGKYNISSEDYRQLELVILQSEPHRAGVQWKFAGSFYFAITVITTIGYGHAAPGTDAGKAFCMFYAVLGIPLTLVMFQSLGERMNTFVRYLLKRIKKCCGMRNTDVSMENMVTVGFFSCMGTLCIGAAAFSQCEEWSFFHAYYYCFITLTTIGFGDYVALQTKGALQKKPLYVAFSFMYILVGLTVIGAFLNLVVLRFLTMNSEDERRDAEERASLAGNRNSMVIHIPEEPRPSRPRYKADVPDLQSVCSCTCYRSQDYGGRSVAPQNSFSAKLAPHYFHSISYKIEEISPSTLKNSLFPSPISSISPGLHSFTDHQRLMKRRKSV
HDAC3 inhib – HDAC3 deacetylase inhibitors, primary screen, biochemical, fluorescence, cell-free homogeneous | inhibition, % at 8.3 µM | recombinant HDAC3, fluorogenic peptide/trypsin coupled | 0.15% of 320,000 active | Histone deacetylase 3 (Homo sapiens), O15379; in the data active = inhibition above about 26%, passing the limit was not always enough; inconclusive = no clear call, values can overlap the other calls
KCNQ1 pot – potentiators or activators of KCNQ1 channel, primary screen, cell-based, thallium flux, high-throughput | Potassium voltage-gated channel subfamily KQT member 1 (Homo sapiens), P51787 | CHO-K1 KCNQ1, thallium flux FluxOR fluorescence; stronger effect = higher value | B-score at 10 µM | 0.35% of 310,000 active;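 active = fluorescence ratio B-score, a plate-corrected score, at least three library SD, with initial intensity B-score within 5 SD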
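Test system: CHO-K1 cells stably expressing KCNQ1 / Medium: assay buffer / Also added: depolarizing K+/Tl+ stimulus, K2SO4 and Tl2SO4 each 12.5 mM in 5x stock / Incubation: 90 min dye loading and 20 min compound exposure, both at room temperature / Signal: thallium influx via FluxOR fluorescence, kinetic imaging / Evaluation: B score of baseline-normalized fluorescence ratio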
Dyrk1A ADPGlo – rat Dyrk1A kinase inhibitors, primary screen, biochemical, single point, plate reader | Dual specificity tyrosine-phosphorylation-regulated kinase 1A (Rattus norvegicus), Q63470 | ADP-Glo luminescence, NFATc1 peptide | inhibition, % at 12.5 µM | 0.43% of 310,000 active | AID 504441, 2011; in the data active = inhibition above about 50%;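 also: plate controls were vehicle with enzyme for no effect and no enzyme for full effect; many of its hits are not listed in these tables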
TRPC4 act – activators of mouse TRPC4 channel, primary screen, Fluo4 calcium, HEK293 TRPC4beta/mu-opioid cells | Short transient receptor potential channel 4 (Mus musculus), Q9QUQ5 | Fluo4 calcium fluorescence; stronger effect = higher value | B-score at 10 µM | 0.49% of 310,000 active;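 active = B-score above 5 SD of library B-scores, and initial fluorescence ratio not above library mean plus 5 SD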;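 also: positive B-score marks a calcium rise read as TRPC4 activation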
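System – HEK293 cells stably co-expressing mouse TRPC4beta and mu-opioid receptor · Signal – Fluo4 calcium-sensitive dye fluorescence, kinetic, 1 Hz baseline · Benchmarks – buffer (low) and maximal DAMGO (high) · Read-out – B score of integrated fluorescence ratio per well · Incubation – dye loading 45 min room temperature, 110 s kinetic read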
hERG protect – hERG rescue from dofetilide block, primary screen, cell-based, CHO-hERG, FluxOR thallium flux, dofetilide IC70; 0.51% of 310,000 active; AID 1511, 2009; activation (rescue from dofetilide block), less the hit threshold, % at 10 µM; dofetilide IC70 present;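 active = activation above the mean of controls blocked by dofetilide plus 5 SD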;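 also: thallium influx through hERG after potassium depolarization seen as dye fluorescence rise; in these data hits start at about 4.7%; inactives centre near -7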
TRPC4 potent – positive allosteric modulators of TRPC4, primary screen, cell-based, mouse TRPC4beta, HEK293 mu-opioid, Fluo-4 calcium. Short transient receptor potential channel 4 (Mus musculus), Q9QUQ5. DAMGO EC20, Fluo-4 Ca2+ flux; stronger effect = higher value. B-score at 10 µM. 0.42% of 310,000 active;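 active = B-score of calcium response area above 5 SD of library B-scores, with initial fluorescence ratio within 5 SD of library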;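 also: B-score of integrated fluorescence ratio over time as area under calcium response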
TMEM16A inh – TMEM16A chloride channel inhibitors, primary screen, cell-based, HTS; AID 588511, 2011; 1.2% of 310,000 active; Anoctamin-1 (Mus musculus), Q8BHY3; HEK293 TMEM16A/YFP iodide influx fluorescence, ionomycin; normalized B-score (activity score, 25-100; higher = stronger inhibition) at 10 µM;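 active = ratio plate-corrected score three or more library SD toward inhibition, starting fluorescence score within five deviations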;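 also: score derived from kinetic fluorescence span divided by baseline fluorescence per well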
KCNQ1 block – inhibitors of human KCNQ1 channel, primary screen, cell-based, thallium flux, high-throughput | B-score at 10 µM | 1.3% of 310,000 active | CHO-K1 KCNQ1, FluxOR thallium flux fluorescence; stronger effect = higher value | Potassium voltage-gated channel subfamily KQT member 1 (Homo sapiens), P51787;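 active = compounds whose thallium flux B-score, printed positive for inhibition, exceeds three library SD while starting fluorescence stays within three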;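 also: channel opened by potassium depolarization with thallium stimulus after 20 min compound exposure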
ANO1 activ – TMEM16A chloride channel activators or potentiators, primary screen, cell-based, HTS; Anoctamin-1 (Mus musculus), Q8BHY3; AID 623877, 2012; HEK293 TMEM16A/YFP-H148Q/I152L, iodide quench fluorescence; stronger effect = lower value; 0.3% of 340,000 active; B-score at 10 µM;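 active = fluorescence-ratio B-score plate-corrected deviation score at least 3 library SD below zero, with starting fluorescence score within 5 deviations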;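 also: channel opened by trigger with iodide after compound preincubation; score built on the fluorescence ratio of max minus min over baseline; more negative score means more quench and so TMEM16A activation or potentiation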
KCNK3 block – human KCNK3 channel inhibitors, primary screen, CHO cells, FluxOR thallium flux, B-score; FluxOR fluorescence; stronger effect = lower value; AID 602410, 2012; B-score at 10 µM; 0.84% of 340,000 active;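 active = B-score under library mean minus 4 SD, starting fluorescence ratio at most library mean plus 5 SD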;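 also: more negative B-score means stronger inhibition of thallium flux through KCNK3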
Target sequence (O14649 whole entry, looked up): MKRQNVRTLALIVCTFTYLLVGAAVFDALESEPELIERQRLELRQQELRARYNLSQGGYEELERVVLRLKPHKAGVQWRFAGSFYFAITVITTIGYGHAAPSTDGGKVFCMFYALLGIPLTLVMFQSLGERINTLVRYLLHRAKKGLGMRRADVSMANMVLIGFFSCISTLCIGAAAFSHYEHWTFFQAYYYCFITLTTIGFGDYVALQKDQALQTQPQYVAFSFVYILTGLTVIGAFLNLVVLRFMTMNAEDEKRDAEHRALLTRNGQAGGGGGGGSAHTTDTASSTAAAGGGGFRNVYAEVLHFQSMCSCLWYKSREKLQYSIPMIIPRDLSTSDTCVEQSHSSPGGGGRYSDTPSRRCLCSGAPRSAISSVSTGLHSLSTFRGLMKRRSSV
An asterisk follows results filed as active; i = inactive; ? = inconclusive; · = no result given. A portion of the library; rates above refer to the full screens.

SMILES	KCNK9 inh	HDAC3 inhib	KCNQ1 pot	Dyrk1A ADPGlo	TRPC4 act	hERG protect	TRPC4 potent	TMEM16A inh	KCNQ1 block	ANO1 activ	KCNK3 block
Cc1ccnc(NC(=O)C2CCCN(S(=O)(=O)c3ccc4[nH]c(=O)ccc4c3)C2)c1 (stereo not drawn)	i	-4	i	-5	i	-7	i	i	i	i	i
O=C(NCc1ccc2c(c1)OCO2)c1nc(S(=O)(=O)Cc2ccccc2)ncc1Cl	i	·	i	8	i	-15	i	i	i	i	i
CCO[C@@H]1OC(C(=O)NC2CC2)=C[C@H](c2ccccc2)[C@H]1CCCO	i	12	i	2	i	-10	i	i	i	i	i
C=CCc1c(C)nc(SCc2nc3ccccc3c(=O)[nH]2)[nH]c1=O	i	-1	i	10	i	-1	i	i	i	i	i
COc1ccc(NC(=O)c2cccc(NC(=O)c3ccco3)c2)c(OC)c1	i	2	i	6	i	-5	i	i	i	i	i
Cc1nc(N)ncc1-c1ccc2c(c1)OCO2	i	3	i	9	i	-4	i	i	i	i	i
O=C(O)c1ccc(Cl)c(S(=O)(=O)N(Cc2ccccc2)c2ccccc2)c1	i	0	i	1	i	-8	i	i	i	i	i
CC(C)CC(c1nnnn1C(C)C)N1CCN(c2ccccc2)CC1 (stereo not drawn)	i	-5	i	10	i	-6	i	i	i	i	i
Cc1nc2ccccn2c1C(=O)N/N=C/c1cc(C)n(-c2ccc(Br)cc2)c1C	i	10	i	3	i	-12	i	i	i	i	i
CCC(=O)Nc1ccccc1N1CCN(S(C)(=O)=O)CC1	i	-4	i	-3	i	-7	i	i	i	i	i
COc1cccc(NC(=O)C2CCC2)c1	·	-1	·	-3	·	·	·	i	·	i	i
COc1ccc([N+](=O)[O-])c(OC)c1C(=O)NC(=O)Nc1nc(C)cc(C)n1	i	5	i	-2	i	-12	i	i	i	i	i
COc1ccc(Cc2nc3ccc(C(=O)NC4CCOC4)cc3o2)cc1 (stereo not drawn)	i	2	i	0	i	-3	i	i	i	i	i
O=C(C1CCN(S(=O)(=O)N2CCOCC2)CC1)N1CCN(Cc2ccccc2)CC1	i	-3	i	10	i	1	i	i	i	i	i
O=C(c1ccc(Br)s1)N1CCN(S(=O)(=O)c2ccccc2)CC1	i	12	i	-2	i	-11	i	i	i	i	i
COc1ccc(CN(C(C)=O)c2ccccc2C(=O)O)cc1	i	3	i	-8	i	-2	i	i	i	i	i
CC(=O)Nc1ccc(OCC(=O)NC(C)C(C)C)cc1 (stereo not drawn)	i	-2	i	-2	i	1	i	i	i	i	i
COc1ccc(OC)c(-c2cc(C(=O)N3CCN(c4ncccn4)CC3)c3ccccc3n2)c1	i	10	i	-4	i	-23	i	i	i	i	i
O=C(O)C1CCN(S(=O)(=O)c2cccs2)CC1	i	3	i	-1	i	-7	i	i	i	i	i
CCc1ccc(N2CCN(C(=O)c3ccc4c(c3)OCO4)CC2)cc1	i	-3	i	-2	i	-6	i	i	i	i	i
COc1ccccc1CNC(=O)CNCC1CCCO1 (stereo not drawn)	i	0	i	3	i	-9	i	i	i	i	i
O=C(CCc1nnc(C2CCCCC2)o1)NCc1ccc(F)c(F)c1	i	-1	i	2	i	-5	i	i	i	i	i
CCOc1ccc(S(=O)(=O)N2CCCC(C(=O)NCc3ccco3)C2)cc1 (stereo not drawn)	i	-4	i	1	i	-7	i	i	i	i	i
O=C(CSC1=NCCS1)Nc1ccc(S(=O)(=O)N2CCCCCC2)cc1	i	18	i	-4	i	-11	i	i	i	i	i
N#CCCN(Cc1cccnc1)C(=O)c1sc2cc(F)ccc2c1Cl	i	1	i	1	i	-6	i	i	i	i	i
COc1ccc(NC(=O)CN2CCN(S(=O)(=O)c3ccc(Cl)cc3)CC2)cc1	i	-2	i	1	i	-7	i	i	i	i	i
CCN(c1cccc(C)c1)S(=O)(=O)c1cc2c3c(c1)CCN3C(=O)CC2	i	-5	i	6	i	-9	i	i	i	i	i
CCOc1cc(/C=C2\C(=N)N3N=C(S(C)(=O)=O)SC3=NC2=O)ccc1OCCOc1cccc(OC)c1	i	11	i	-2	i	-17	i	i	i	i	i
Cn1cccc1-c1nc2ccc(NC(=O)c3ccccc3)cc2[nH]1	i	4	i	-6	i	-19	i	i	i	i	-11*
CCc1ccc(-c2cc(C)no2)cc1S(=O)(=O)N1CCN(c2ccccc2OC)CC1	i	6	i	-3	i	-13	i	i	i	i	-9.6*
CC(=O)Nc1ccc(S(=O)(=O)NCc2nnnn2-c2ccc(F)cc2)cc1	i	-1	i	2	i	-7	i	i	i	i	i
C=C(C)CNC(=S)N/N=C/C1=CCC2CC1C2(C)C (stereo not drawn)	i	2	i	6	i	-4	i	i	i	i	i
Cc1cccc(OCC(=O)NCc2ccc(F)cc2)c1	i	-10	i	0	i	-3	i	i	i	i	i
CC1CCCN(C(=O)c2ccccc2OC2CCN(S(C)(=O)=O)CC2)C1 (stereo not drawn)	i	-1	i	-2	i	-9	i	i	i	i	i
Cc1sc2c(c1C)C(=O)NC(c1cccc(O)c1)N2 (stereo not drawn)	i	13	i	·	i	-3	i	i	i	·	·
Cc1ccc(N=Cc2c(O)n(C)c(=O)n(C)c2=O)nc1	i	-6	i	-6	i	-7	i	i	i	i	i
Cc1ccc(Cl)cc1NC(=O)Cn1cc2c(n1)CCCC2	i	7	i	-8	i	-6	i	i	i	i	i
CC(C)Cn1c(N)c(C(=O)COC(=O)Cc2cccc(C(F)(F)F)c2)c(=O)n(C)c1=O	i	-6	i	1	i	-23	i	i	i	i	i
CCOC(=O)c1ccc(N2CCCCC2)c(NS(=O)(=O)c2ccc(C)cc2)c1	i	13	i	·	i	-15	i	i	i	i	i
CNC(=O)C1CC(=O)N(CCCc2ccccc2)C(=Nc2ccccc2)S1 (stereo not drawn)	i	?	i	5	i	-7	i	i	i	i	i
C=CCN(c1ccccc1)S(=O)(=O)c1cccc(C(=O)N2CCCC2)c1	i	-2	i	2	i	-9	i	i	i	i	i
Cc1ccc(Cl)cc1-n1c(=O)cc(N2CCN(C(=O)c3ccco3)CC2)[nH]c1=O	i	0	i	-7	i	-4	i	i	i	i	i
CSCCC(NC(=O)C1CCC(C)CC1)C(=O)O (stereo not drawn)	i	-1	i	-7	i	-11	i	i	i	i	i
CCOC(=O)c1c(N)c2cc([N+](=O)[O-])ccc2n1C	i	-1	i	·	i	1	i	i	i	i	i
CC(C)(C)C(=O)N1CCC(O)(CS(=O)(=O)Cc2ccc(Cl)cc2)CC1	i	0	i	2	i	-3	i	i	i	i	i
O=C(O)CCCN1C(=O)/C(=C/c2ccncc2)SC1=S	i	·	i	-6	i	-9	i	i	i	i	i
CCCNC(=O)c1ccc(N2CCC3(CC2)CC(c2cccc(Br)c2)=NO3)c(NC(=O)c2ccc(Br)cc2)c1	i	-1	i	5	i	-11	i	i	i	i	i
Cc1c(C(=O)Nc2ccc(C(F)(F)F)cc2)sc2ncn(CC(=O)N3CCN(c4ccccn4)CC3)c(=O)c12	i	0	i	-1	i	-9	i	i	i	i	i
CCOC(=O)CSc1ncnc2c1c(-c1ccccc1)cn2-c1ccc(OC)cc1	i	0	i	-3	i	-13	i	i	i	i	i
Cc1cc(=O)n2nc(N3CCC(C(=O)NCc4ccccc4)CC3)sc2n1	i	8	i	-4	i	-11	i	i	i	i	i
CCOc1ccc(-c2c(C(=O)N/N=C(\C)c3ccccc3OC)nnn2-c2nonc2N)cc1	i	0	i	-2	i	-3	i	i	i	i	i
CC(C)(C)N(C=C(Cl)Cl)C(=O)NC1CCCCC1	i	-6	i	5	i	-13	i	i	i	i	i
c1ccc2c(c1)NC1(CCCCCC1)n1c-2nc2ccccc21	i	-45	i	5	i	-9	i	i	i	i	i
Clc1nc2ccccc2cc1-c1nnn(-c2ccccc2)n1	i	7	i	9	i	-10	i	i	i	i	i
COc1ccc(C(=O)NCCCn2cccn2)cc1OC1CCN(C(C)=O)CC1	i	·	i	-5	i	-6	i	·	i	i	i
C=CCn1c(C)cc(C(=O)COC(=O)c2ccc(N)c([N+](=O)[O-])c2)c1C	i	3	i	0	i	-5	i	i	i	i	i
CCOc1cc(/C=N/NC(=O)c2ccc(CSc3nncn3C)cc2)ccc1OCC(=O)N1CCOCC1	i	4	i	3	i	-5	i	i	i	i	i
COc1ccc(C[C@H]2CN3C(=NC[C@@H]3Cc3ccc(O)cc3)N2C[C@H](C)NC(=O)c2ccc(C)c(Br)c2)cc1	i	2	i	10	i	-18	i	i	i	i	i
CC1CCN(C(C(=O)Nc2ccc(C(C)C)cc2)c2ccc3c(c2)OCO3)CC1 (stereo not drawn)	-8.1*	-6	i	5	i	-12	i	i	i	i	i
Cc1ccc(C(=O)Nc2nccc(-c3cccs3)n2)cc1	i	0	i	16	i	-7	i	i	i	i	i
CC(=O)C1=C(O)C(=O)N(c2ccc(O)cc2)C1c1cccc(F)c1 (stereo not drawn)	i	5	i	-3	i	-2	i	i	i	i	i
Cc1ccc(-n2c(C)cc(/C=N/Nc3ccc([N+](=O)[O-])cn3)c2C)cc1	i	12	i	-13	i	-3	i	i	i	i	-13*
CCCCn1c(N)c(N(CCC(C)C)C(=O)CN2C(=O)C3CCCCC3C2=O)c(=O)[nH]c1=O (stereo not drawn)	i	-1	i	2	i	-10	i	i	i	i	i
